# From PubChem BioAssay
# NCI-60 one-dose screen, 48 h, at 10 µM unless noted. Numbers give growth in % (100 = growth as untreated, 0 = no growth, -100 = all killed).
# MOLT-4 = MOLT-4 leukemia cells | 80,000 tested, 6.9% active
# MCF7 = MCF7 breast cancer; AID 1794796; 82,000 tested, 6.3% active
# MDA-MB-231 = MDA-MB-231 breast cancer | 81,000 tested, 5% active
# MDA-MB-468 = MDA-MB-468 breast cancer; AID 2202374; 78,000 tested, 8.5% active
# SR = SR leukemia cells. 73,000 tested, 8.7% active. AID 1794780
# RPMI-8226 = RPMI-8226 leukemia cells; 77,000 tested, 7.5% active; AID 1794781
# K-562 = K-562 leukemia; 78,000 tested, 7.4% active; AID 1794777
# CCRF-CEM = CCRF-CEM leukemia; 77,000 tested, 7% active
# Starred values were filed as active, the others as inactive; nt = not tested or not shown; & = joins results of further samples. Rule for the calls: active = growth percent below 10; inactive = the rest. Compounds were not picked by outcome (roughly 14% active in at least one column).
entry	SMILES	RPMI-8226	MCF7	CCRF-CEM	MOLT-4
1	Cc1n[nH]c(=O)n(/N=C/c2cccs2)c1=O	103	91	87	97
2	CN(C)C(=S)SC(=S)N(C)C	63	71&35	71&81	85&92
3	COc1ccc2c(c1)OC(O)(C(F)(F)C(F)(F)F)CC2=O (configuration not stated)	102	96	111	100
4	O=S(=O)(NCCCNc1nccc(-c2c(-c3cccc(O)c3)nc3occn23)n1)c1ccc(C(F)(F)F)cc1	65	nt	67	73
5	c1ccc(C(c2ccccc2)[n+]2ccccc2)cc1	nt	103	nt	94
6	COc1ccc(/C=C2\C(=O)N=C3N2NC(C#N)(C/C=C/c2ccccc2)C(=O)N3c2ccccc2)cc1 (configuration not stated)	99	86	101	105
7	S=C(Nc1ccccc1)Nc1ccc(Nc2ncnc3sc4c(c23)CCOC4)cc1	73	76	72	86
8	C/C(=N/NC(N)=S)c1sc(Nc2cccc(Cl)c2)nc1C	nt	76	82	50
9	CC(C)C(=O)Nc1ccc(-c2nc(-c3cccc(OCCN4CCOCC4)c3)c(-c3ccnc(Br)c3)[nH]2)cc1	nt	16	29	11
10	N#Cc1c2c(c(N)[nH]c1=O)C(=O)NC2(O)c1ccccc1 (configuration not stated)	107	100	100	95
11	CN(N=Nc1ccccc1C(=O)O)C1CCCCC1	95&87	95&96	92&98	94&102
12	COc1ccc(CN2CCc3c(nc(N)nc3Sc3ccc(C(C)C)cc3)C2)c(OC)c1	58	71	nt	50

entry	SR	MDA-MB-468	MDA-MB-231	K-562
1	103	88	123	96
2	52&43	95&91	122&105	76&58
3	97	98	102	101
4	60	71	82	65
5	82	73	96	90
6	114	118	75	103
7	94	92	80	62
8	90	47	65	69
9	-3.9*	23	58	2.8*
10	93	104	112	99
11	87&114	106&101	109&117	95&96
12	64	71	101	77

# Some values from above:
# MOLT-4 result of `CC(C)C(=O)Nc1ccc(-c2nc(-c3cccc(OCCN4CCOCC4)c3)c(-c3ccnc(Br)c3)[nH]2)cc1` : 11
# K-562 result of `O=S(=O)(NCCCNc1nccc(-c2c(-c3cccc(O)c3)nc3occn23)n1)c1ccc(C(F)(F)F)cc1` : 65
# K-562 result of `C/C(=N/NC(N)=S)c1sc(Nc2cccc(Cl)c2)nc1C` : 69
# RPMI-8226 result of `COc1ccc(CN2CCc3c(nc(N)nc3Sc3ccc(C(C)C)cc3)C2)c(OC)c1` : 58
# SR result of `COc1ccc(/C=C2\C(=O)N=C3N2NC(C#N)(C/C=C/c2ccccc2)C(=O)N3c2ccccc2)cc1` (configuration not stated) : 114

# Next part.
entry	SMILES	RPMI-8226	MCF7	CCRF-CEM	MOLT-4
13	CC(=O)c1ccc(N2CN(c3ccc(F)cc3)CC3=C2CC(C)(C)CC3=O)cc1	60	71	58	41
14	CCc1ccc(NC(C)=O)cc1	114	104	nt	82
15	COc1cc2nc(-c3ccc(NC(=O)/C=C/c4ccc(F)cc4)cc3)sc2c(OC)c1OC	98	91	92	83
16	COc1ccccc1NC(=O)N/C(N)=N/c1nc2ccccc2s1	9.3*	20	nt	15
17	COc1ccc(-n2nc(C)c3c2N(C)C2(C)C[C@@H]4C3(C)[C@@H]3CC4(C2)N(C)c2c(c(C)nn2-c2ccc(OC)cc2)[C@H]3C)cc1 (some centres not stated)	22	59	37	39
18	COc1ccc(C2NC(=O)Nc3ccccc32)c(OC)c1 (configuration not stated)	108	85	101	96
19	COc1cc(/C=C2/SC(=S)NC2=O)ccc1OCc1cn(-c2ccc(S(=O)(=O)Nc3nccs3)cc2)nn1	118	104	117	115
20	O=[N+]([O-])c1ccc(Oc2ccccc2-c2ccccc2)c([N+](=O)[O-])c1	94	93	85	84
21	C=C1C(=O)O[C@H]2[C@H]1CC/C(COC(=O)n1cc(C)nc1CC)=C\CC[C@@]1(C)O[C@@H]21	97	77	56	73
22	CCCC(O)CNCc1ccnc2ccc(OC)cc12 (configuration not stated)	98	95	111	116
23	CCCC(CC)N(c1ccc(Cl)cc1)c1nc(-c2ccc([N+](=O)[O-])cc2)cs1 (configuration not stated)	87	nt	102	106
24	COc1ccc(-c2nc3sccn3c2/C=C/C(=O)c2c[nH]c3ccccc23)cc1	154	70	91	-5.6*

entry	SR	MDA-MB-468	MDA-MB-231	K-562
13	64	70	60	17
14	100	96	106	89
15	92	105	94	101
16	9.3*	14	48	13
17	22	86	79	37
18	92	103	95	94
19	103	102	110	104
20	73	94	83	85
21	75	62	100	86
22	94	101	117	106
23	94	84	88	93
24	nt	63	33	79

# Rewritten with each value named: entries from further up
14. CCc1ccc(NC(C)=O)cc1
  RPMI-8226: 114
  MCF7: 104
  CCRF-CEM: nt
  MOLT-4: 82
  SR: 100
  MDA-MB-468: 96
  MDA-MB-231: 106
  K-562: 89
15. COc1cc2nc(-c3ccc(NC(=O)/C=C/c4ccc(F)cc4)cc3)sc2c(OC)c1OC
  RPMI-8226: 98
  MCF7: 91
  CCRF-CEM: 92
  MOLT-4: 83
  SR: 92
  MDA-MB-468: 105
  MDA-MB-231: 94
  K-562: 101
16. COc1ccccc1NC(=O)N/C(N)=N/c1nc2ccccc2s1
  RPMI-8226: 9.3*
  MCF7: 20
  CCRF-CEM: nt
  MOLT-4: 15
  SR: 9.3*
  MDA-MB-468: 14
  MDA-MB-231: 48
  K-562: 13

# An excerpt of these results, as labelled records.
20: O=[N+]([O-])c1ccc(Oc2ccccc2-c2ccccc2)c([N+](=O)[O-])c1
  RPMI-8226: 94; MCF7: 93; CCRF-CEM: 85; MOLT-4: 84; SR: 73; MDA-MB-468: 94; MDA-MB-231: 83; K-562: 85
21: C=C1C(=O)O[C@H]2[C@H]1CC/C(COC(=O)n1cc(C)nc1CC)=C\CC[C@@]1(C)O[C@@H]21
  RPMI-8226: 97; MCF7: 77; CCRF-CEM: 56; MOLT-4: 73; SR: 75; MDA-MB-468: 62; MDA-MB-231: 100; K-562: 86

# Additional records follow:
entry	SMILES	RPMI-8226	MCF7	CCRF-CEM	MOLT-4
25	CC(=O)N(C(C)=O)c1ccc(C)cc1	115	88	106	94
26	COc1ccc2[nH]cc(-c3cc4nc(-c5cn(C)c6ncccc56)cc(N)n4n3)c2c1	-33*	-25*	-34*	-9.0*
27	CC1=C(C)C(=O)C(Nc2cccc(C(=O)OC(C)(C)C)c2)=C(Cl)C1=O	10	46	22	45
28	c1ccc(Cn2ccc3c2-c2oncc2CCC3)cc1	84	95	81	86
29	COc1ccc(/C=C2\Cc3c(F)ccc(Br)c3C2=O)c(OC)c1	99	93	102	103
30	CCOC(=O)c1c(O)cc(-c2cc(OC)c(OC)c(OC)c2)cc1-c1sc(N(C)Cc2ccccc2)nc1Cl	70	84	78	81
31	Oc1cccc2ccc(-c3ccccc3)nc12	77	83	104	91
32	COC(=O)c1c2c(c(C)[n+]([O-])c1C)C(=O)C(NCCN1CCOCC1)=CC2=O	92	56	80	88
33	O=Cc1c(OCc2cnnn2CC(=O)Nc2ccc(Br)cc2)ccc2ccccc12	104	84	97	94
34	CCOC(=O)/C(C#N)=C/c1ccccc1F	109	100	106	96
35	CCOC(=O)c1cc(C#N)n2c1ccc1c3cccnc3ccc12	97	57	101	90
36	[2H]C([2H])([2H])Oc1cccc(/C=C/C(=O)/C=C(/C=C/c2cccc(OC([2H])([2H])[2H])c2OC([2H])([2H])[2H])OB(F)F)c1OC([2H])([2H])[2H]	46	26	4.1*	16

entry	SR	MDA-MB-468	MDA-MB-231	K-562
25	nt	99	102	99
26	-9.7*	-76*	-58*	-32*
27	16	-24*	49	22
28	88	nt	94	88
29	91	102	98	93
30	69	91	72	73
31	98	99	95	136
32	67	29	71	76
33	96	96	84	91
34	93	98	107	89
35	86	89	96	92
36	23	55	88	65

# (list continues)
entry	SMILES	RPMI-8226	MCF7	CCRF-CEM	MOLT-4
37	NC(N)=NCC(=O)Sc1nc(-c2ccco2)cc(-c2ccc(Cl)cc2Cl)n1	59	72	76	55
38	C#CCOc1ccc(/C=C2/SC(=O)NC2=O)cc1OC	104	106	108	113
39	O=[N+]([O-])c1ccccc1Nc1ccc2ccccc2c1	83	75	92	77
40	O=S(=O)(Nc1ccc(Cl)nn1)c1ccc(NC(=S)Nc2ccccc2)cc1	103	95	89	104
41	CN(C)CCN(C)c1ccc2ncc(C#Cc3cncc(C(=O)Nc4ccc(CN5CCN(C)CC5)c(C(F)(F)F)c4)c3)n2n1	-34*	-64*	7.7*	3.5*
42	CCOC(=O)CCC(NC(=O)c1ccc(N)cc1)C(=O)OCC (configuration not stated)	nt	103	nt	114
43	Clc1ccc(Cn2cc(CSc3nc4ccccc4o3)nn2)cc1Cl	103	92	103	99
44	CCN(CC)CC(Oc1ccccc1OC)C(=O)c1ccccc1 (configuration not stated)	91	92	94	99
45	CCc1cccc(CC)c1N1C(=O)CC(Sc2ccccc2N)C1=O (configuration not stated)	94	81	88	102
46	CCCCNC(=O)Nc1sc2c(c1C(=O)OCC)CCCC2	118	93	103	99
47	COc1cc(NS(=O)(=O)C(C)C)cc(-c2cc(-c3ccc(N4CCNCC4)cc3)cnc2N)c1	80	81	67	37
48	CC(C)(C#N)c1cc(Cn2cncn2)cc(C(C)(C)C#N)c1	108	98	107	86

entry	SR	MDA-MB-468	MDA-MB-231	K-562
37	58	71	89	13
38	95	106	103	118
39	88	80	92	85
40	106	100	93	99
41	-17*	85	-53*	3.6*
42	121	102	126	112
43	106	122	104	89
44	104	104	100	102
45	90	101	114	92
46	90	113	100	99
47	54	92	90	5.5*
48	101	106	117	nt

# (continued)
entry	SMILES	RPMI-8226	MCF7	CCRF-CEM	MOLT-4
49	C#CCOC(=O)c1c(Cl)c(Cl)c(C(=O)OCC#C)c(Cl)c1Cl	76	69	87	94
50	COc1ccc(C2=CCCCCC2)cc1OC	100	100	93	96
51	N#CCC(=O)NNS(=O)(=O)c1ccc(Br)cc1	98	98	99	101
52	COc1ccccc1Nc1nnc(-c2ccc(Cl)cc2)o1	29	17	38	20
53	COc1ccccc1[P+](CO)(c1ccccc1OC)c1ccccc1OC	42	89	nt	87
54	Cc1ccc2nc(Cl)c(/C=C/C(=O)c3ccc(N)cc3)cc2c1	110&100	99&81	100&103	97&105
55	Cc1ccc(/C=C(\C(=O)NNS(=O)(=O)c2ccc(C)cc2)c2nc3ccccc3s2)cc1	98	95	98	100
56	CCOc1ccc(/C=C2\SC(=S)N(N3CCOCC3)C2=O)cc1OC	101	96	90	103
57	O=[N+]([O-])c1ccc2c(c1)C(=Nc1ccc(N=C3c4cc([N+](=O)[O-])ccc4-c4ccc([N+](=O)[O-])cc43)cc1)c1cc([N+](=O)[O-])ccc1-2	99	81	100	100
58	O=C1SC2=Nc3c(sc4ccc(Cl)cc34)C(c3ccc4ccccc4c3)N2C1=O (configuration not stated)	nt	32	105	88
59	CNc1ncnc2c1ncn2-c1ccccc1	nt	103	96	98
60	NC(=O)NC(=O)NC(=O)c1ccccc1	96	98	107	96
61	NS(=O)(=O)c1ccc(CCNC(=O)Nc2nc3ccccc3s2)cc1	101	93	99	104

entry	SR	MDA-MB-468	MDA-MB-231	K-562
49	81	96	71	78
50	109	84	99	92
51	93	104	97	97
52	20	14	64	12
53	67	90	97	72
54	98&81	111&90	107&104	110&97
55	95	115	95	100
56	121	104	109	105
57	91	84	97	109
58	74	89	82	88
59	90	111	95	112
60	74	nt	89	100
61	98	94	101	98

# Fetched one by one from the entries so far, 5 records:
entry	SMILES	RPMI-8226	MCF7	CCRF-CEM	MOLT-4
49	C#CCOC(=O)c1c(Cl)c(Cl)c(C(=O)OCC#C)c(Cl)c1Cl	76	69	87	94
57	O=[N+]([O-])c1ccc2c(c1)C(=Nc1ccc(N=C3c4cc([N+](=O)[O-])ccc4-c4ccc([N+](=O)[O-])cc43)cc1)c1cc([N+](=O)[O-])ccc1-2	99	81	100	100
60	NC(=O)NC(=O)NC(=O)c1ccccc1	96	98	107	96
55	Cc1ccc(/C=C(\C(=O)NNS(=O)(=O)c2ccc(C)cc2)c2nc3ccccc3s2)cc1	98	95	98	100
61	NS(=O)(=O)c1ccc(CCNC(=O)Nc2nc3ccccc3s2)cc1	101	93	99	104

entry	SR	MDA-MB-468	MDA-MB-231	K-562
49	81	96	71	78
57	91	84	97	109
60	74	nt	89	100
55	95	115	95	100
61	98	94	101	98
